ASAP1 inh – inhibitors of human ASAP1 ArfGAP activity; Q9ULH1; ASAP1-stimulated ARF1 GTP hydrolysis, GDP FP detection; inhibition, % at 16.5 µM; 360,000 tested, 0.19% active; in the data active means inhibition above about 25%;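 further: 0% = vehicle with enzyme and substrate and 100% = no enzyme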
GC-A act – GC-A (human) enzyme activation; 370,000 tested, 0.14% active; HEK293 GC-A cells, cGMP TR-FRET, EC30 ANP; 0% at EC30 ANP, 100% saturating ANP; AID 1671463; P16066; activation, % at 10 µM; in the data active means activation above about 40%
HGIII-sPLA2 inh – Blocks human group III sPLA2 activity; inhibition, % at 12.2 µM; 370,000 tested, 0.56% active; QFRET BODIPY PC-A2 liposome hydrolysis, fluorescence;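 active means inhibition above mean plus 3 SD of compounds lying within the high and low control bounds, cut at about 19% in these data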;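 further: 0% = median of test compound wells and 100% = no enzyme DMSO wells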
Target sequence (Q9NZ20 whole entry, looked up): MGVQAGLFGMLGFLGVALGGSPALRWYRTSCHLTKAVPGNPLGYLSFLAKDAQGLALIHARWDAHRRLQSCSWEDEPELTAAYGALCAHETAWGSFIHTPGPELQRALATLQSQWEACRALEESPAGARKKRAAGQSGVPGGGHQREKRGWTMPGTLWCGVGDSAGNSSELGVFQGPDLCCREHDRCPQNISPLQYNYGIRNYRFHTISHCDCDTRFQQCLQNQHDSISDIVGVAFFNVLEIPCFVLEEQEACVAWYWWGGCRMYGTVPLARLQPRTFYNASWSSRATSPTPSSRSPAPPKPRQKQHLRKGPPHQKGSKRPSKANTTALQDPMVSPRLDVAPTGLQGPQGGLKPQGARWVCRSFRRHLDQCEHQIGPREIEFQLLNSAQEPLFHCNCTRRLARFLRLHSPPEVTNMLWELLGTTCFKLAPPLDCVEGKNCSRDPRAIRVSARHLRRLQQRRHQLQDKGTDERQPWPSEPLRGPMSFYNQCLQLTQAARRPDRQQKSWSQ
Tn6 DDE FP – inhibitors of Tn6 peptide binding to human fibrin DD(E) | P02675 | Fibrin DD(E) TRITC-Tn6 fluorescence polarization displacement | inhibition, % at 8.3 µM | 370,000 tested, 0.21% active | AID 720509;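 active means inhibition above a per-campaign cutoff: mean of compounds within control limits plus 3 SD, cut at about 15% in these data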;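 further: 0% = median of all compound wells on the plate and 100% = blocking peptide control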
Target sequence (P02675 whole entry, looked up): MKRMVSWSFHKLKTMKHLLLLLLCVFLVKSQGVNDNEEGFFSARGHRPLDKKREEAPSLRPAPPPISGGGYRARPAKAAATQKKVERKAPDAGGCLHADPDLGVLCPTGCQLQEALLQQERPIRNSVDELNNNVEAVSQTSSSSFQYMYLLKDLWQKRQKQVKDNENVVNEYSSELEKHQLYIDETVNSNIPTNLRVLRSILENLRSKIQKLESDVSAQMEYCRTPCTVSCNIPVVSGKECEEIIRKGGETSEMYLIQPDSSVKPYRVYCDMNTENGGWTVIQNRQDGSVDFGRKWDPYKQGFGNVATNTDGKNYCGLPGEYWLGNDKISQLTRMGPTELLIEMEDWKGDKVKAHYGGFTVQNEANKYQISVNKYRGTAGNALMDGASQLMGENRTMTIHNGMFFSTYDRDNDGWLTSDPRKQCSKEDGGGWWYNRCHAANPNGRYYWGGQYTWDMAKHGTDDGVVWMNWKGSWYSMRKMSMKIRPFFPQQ
ADAM10 inh – inhibitors of human ADAM10 | O14672 | recombinant ADAM10, EDANS/DABCYL FRET peptide cleavage, 3 h | inhibition, % at 7 µM | 370,000 tested, 0.62% active | AID 720582;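 active means inhibition above a per-campaign cutoff equal to the mean of compounds falling between control-based bounds plus 3 SD, cut at about 20% in these data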;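 further: 0% = DMSO wells while the 100% control is not disclosed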
NPR2 activator – GC-B (human) receptor activation. activation, % at 10 µM. 370,000 tested, 0.11% active. P20594. HEK293-GC-B cells, CNP EC30, cGMP TR-FRET; 0% at EC30 CNP, 100% saturating CNP;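 active means activation at 10 µM reaching about 35% in either raw or pattern-adjusted values, limit read from the data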
FXN GAA850 act – increases GAA850 frataxin promoter reporter activity. 360,000 tested, 0.56% active. HEK293 lucGAA850 FXN promoter luciferase reporter, 24 h; percent of 10 µM SAHA response. activation, % at 6 µM;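 active means activation above the average of all compounds screened plus 3 SD, cutoff fixed separately per campaign, cut at about 7.5% in these data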;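 further: 0% = DMSO wells and 100% = 10 µM SAHA wells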
proKLK7 act – proKLK7 (human) activation, primary screen; purified proKLK7, EDANS-DABCYL substrate fluorescence; 100% is mature enzyme control, 0% vehicle; activation, % at 7 µM; 370,000 tested, 0.9% active; AID 652039;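 active means activation above the mean of all tested compounds plus 3 SD, computed per campaign excluding outliers beyond control limits, cut at about 13% in these data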
rCAG binder – r(CAG) repeat RNA binding. TO-PRO-1 dye displacement fluorescence. inhibition, % at 3 µM. 370,000 tested, 1.3% active;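 active means inhibition above the plate cutoff, the mean of all test compounds on that plate plus 3 SD, cut at about 35% in these data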;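 further: 0% = DMSO alone and 100% = 100 µM mitoxantrone as full dye displacement; higher means more dye released from RNA so lower well fluorescence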
ARFGAP1 inh – rat ARFGAP1 inhibition | AID 651572 | inhibition, % at 16.5 µM | Arfgap1-stimulated ARF1 GTP hydrolysis, GDP FP detection | 360,000 tested, 0.26% active;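 active means inhibition above a per-plate limit, mean inhibition of low control wells plus 3 SD, cut at about 25% in these data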;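 further: 0% = DMSO wells with enzyme and 100% = wells lacking Arfgap1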
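material = rat Arfgap1 catalytic domain, aa 1-136 | also added = human ARF1(Δ1-17)-GTP substrate | compound dosing = one concentration, 16.5 µM, DMSO 1.26% | times = GTP hydrolysis reaction 2 h at 25 °C | measured by = FP, GDP Alexa 633 tracer displaced from anti-GDP antibody, 620/688 nm | evaluation = percent inhibition of Arfgap1-stimulated GTP hydrolysis | replication = single well per compound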
Active calls of the source: *; i = inactive; x = no result given.

mol	FXN GAA850 act	GC-A act	ASAP1 inh	NPR2 activator	Tn6 DDE FP	proKLK7 act	HGIII-sPLA2 inh	ADAM10 inh	ARFGAP1 inh	rCAG binder
O=S(=O)(c1cnccc1N1CCN(CCO)CC1)N1CCCCC1	0.5	2.4	-9.1	-3.1	-6.4	-0.2	-0.5	-4.4	4.8	-3.0
CCCS(=O)(=O)NC(=O)C1(C)CCN(C(=O)c2ccc(F)c(C)c2)C1 (stereo not drawn)	1.5	1.7	-4.9	-3.3	4.7	-0.1	-0.6	-4.5	-19.5	1.1
CCC(=O)Nc1c2c(nn1-c1ccc(F)cc1)CS(=O)(=O)C2	-0.4	-6.1	13.5	3.8	10.2	-1.0	4.1	3.5	1.7	-4.3
COCCNC(=O)C1(C)CCN(C(=O)C2(c3ccc(Cl)cc3)CCCC2)C1 (stereo not drawn)	0.0	-2.4	-11.9	-5.6	1.9	-0.1	0.8	-3.3	3.1	0.0
O=C(Cc1cccc(NC(=O)C2CCCN(C(=O)C3CCCCC3)C2)c1)Nc1cccc(C(=O)N2CCCCC2)c1 (stereo not drawn)	1.1	1.1	-5.1	3.8	-3.6	0.0	-3.2	-7.9	6.2	8.0
CCOc1ccc(-c2nnc(-c3cccnc3)o2)cc1OCC	4.2	-0.7	-2.4	-1.7	9.3	0.0	6.5	-27.3	0.7	-5.5
CCCOc1ccc(/C=N/NC(=O)C(C)Sc2ccccn2)cc1OCC (stereo not drawn)	-0.2	3.4	6.5	5.4	2.3	0.3	-1.3	-0.6	-0.9	-4.6
CCNC(=O)C(=O)Nc1ccc2c(c1)N(S(=O)(=O)c1cccs1)CCC2	1.7	-2.0	6.3	-2.5	-1.0	-0.3	4.1	-12.3	-0.7	-4.5
CCOC(=O)C1CCN(S(=O)(=O)c2ccc(C)c(C)c2)CC1	1.8	4.6	6.0	0.7	-5.8	-0.3	-0.2	-3.7	5.8	-2.4
CC1CCC(CN2C(Nc3ccccc3)=NC[C@@H]2C)CC1 (stereo partly drawn)	-0.1	-0.7	-6.4	0.3	0.2	-0.4	3.6	1.6	6.9	3.5

An excerpt of these results, with values under each structure:
Below each compound – FXN GAA850 act	GC-A act	ASAP1 inh	NPR2 activator	Tn6 DDE FP	proKLK7 act	HGIII-sPLA2 inh	ADAM10 inh	ARFGAP1 inh	rCAG binder
> CCCOc1ccc(/C=N/NC(=O)C(C)Sc2ccccn2)cc1OCC (stereo not drawn)
 : -0.2	3.4	6.5	5.4	2.3	0.3	-1.3	-0.6	-0.9	-4.6
> CCNC(=O)C(=O)Nc1ccc2c(c1)N(S(=O)(=O)c1cccs1)CCC2
 : 1.7	-2.0	6.3	-2.5	-1.0	-0.3	4.1	-12.3	-0.7	-4.5

More results:
mol	FXN GAA850 act	GC-A act	ASAP1 inh	NPR2 activator	Tn6 DDE FP	proKLK7 act	HGIII-sPLA2 inh	ADAM10 inh	ARFGAP1 inh	rCAG binder
S=C(NCc1ccco1)Nc1ccc(Cl)c(Cl)c1	1.0	4.1	-6.1	2.1	0.3	-0.2	-6.6	11.1	-0.7	11.0
OC(COC(c1ccccc1)c1ccccc1)CN1CCc2ccccc2C1 (stereo not drawn)	0.1	-19.2	-1.4	-19.6	-0.6	-0.4	-2.5	0.4	-4.3	-5.7
CCCn1c(=O)[nH]c(=O)c2c(C(F)(F)F)cc(-c3ccc(C)cc3)nc21	0.6	7.1	-1.8	3.9	2.9	-1.0	-1.2	-22.0	-7.9	-1.0
COc1ccc2[nH]c3c(Cl)ncnc3c2c1	5.1	-28.0	-17.1	-9.3	-2.8	0.5	7.1	-10.2	7.6	1.1
O=C(O)c1sccc1S(=O)(=O)N1CCOCC1	1.7	1.4	-8.3	4.4	3.1	0.0	3.9	-11.1	-14.1	0.4
CC(OC(=O)c1ccc(S(=O)(=O)N2CCCCC2)cc1)C(=O)NC1CCCCC1C (stereo not drawn)	0.3	-0.3	-6.8	2.6	-2.4	0.1	-0.3	-7.6	0.8	-3.6
Cc1ccccc1CN1CCC(CNC(=O)C2CCCN(c3ncnc4c3nc3n4CCCCC3)C2)CC1 (stereo not drawn)	-0.1	-5.5	7.3	-5.8	-8.2	-0.5	-3.7	2.3	12.1	-6.9
O=C(CN1CCC(n2nnc3cc(C(F)(F)F)ccc32)CC1)N1CCc2ccccc21	0.7	-2.1	8.1	1.2	11.1	0.0	8.0	11.5	4.0	-1.7
O=C(COc1ccccc1)NC1CCCCCCC1	5.4	4.5	1.6	0.7	2.4	-0.1	0.6	-6.0	0.1	-8.9
COc1ccc(OC)c(/C=C2\Oc3cc(OCC(=O)N4CC(O)C[C@H]4C(=O)O)ccc3C2=O)c1 (stereo partly drawn)	0.0	13.7	16.4	-6.3	-10.2	0.1	-3.0	-3.1	5.6	41.6*
Cc1ccc(-c2c[n+](Cc3ccc(Cl)cc3)c3n2CCC3)cc1	0.1	7.1	-7.4	-0.9	2.2	0.1	-4.1	-1.2	2.9	4.4
Cc1cccc(C(=O)C2CCN(S(=O)(=O)c3ccc(C(=O)O)cc3)CC2)c1	0.8	2.6	1.9	-2.1	1.2	-0.2	-3.0	-5.6	13.5	8.1
Cc1cc(C)c(CSc2nnnn2-c2ccc(C(=O)O)cc2)c(C)c1	0.3	-1.3	-9.8	2.3	-1.3	-0.5	-17.8	7.3	3.7	28.7
C=C(C)CN(CC)C(=O)CSc1ccc(S(=O)(=O)N2CCN(Cc3ccccc3)CC2)cn1	0.3	2.5	-13.2	0.2	1.9	-0.1	-14.7	-0.3	-13.7	-7.2
NC(=O)C1=C[C@@H](c2csc3ccccc23)C[C@@H](OCCCCO)O1	0.4	3.7	3.8	5.8	-2.4	-0.6	1.1	-18.5	4.7	-0.1
Cn1c(=O)cc(SCC(=O)N2CCN(Cc3ccc4c(c3)OCO4)CC2)c2ccccc21	1.7	x	-4.8	x	-8.8	0.1	0.7	-26.2	10.1	0.3
COc1ccccc1C(=O)Nc1c(C)n(C)n(-c2ccccc2)c1=O	3.5	-3.2	-2.2	4.6	-1.3	-0.3	5.3	5.6	6.1	-0.7
Cc1ccc(S(=O)(=O)/N=C2\SC(CC(=O)Nc3ccc(F)cc3)C(=O)N2c2ccccc2)cc1 (stereo not drawn)	1.2	2.7	5.4	-5.8	5.9	0.6	-79.1	18.5	-12.2	12.8
CC1CCCN(C(=S)Nc2ccc(F)cc2)C1 (stereo not drawn)	1.4	-1.2	4.2	2.6	5.1	-0.2	3.8	-0.1	2.8	3.7
Cc1c(C(=O)Nc2ccc3c(c2)OCCO3)oc2ccc(Br)cc12	0.5	0.5	8.9	-11.6	-6.7	-5.3	3.5	-9.1	6.3	6.7
CN1CCC(N[C@@H](Cc2ccccc2)C(=O)NCC(c2ccccc2)c2ccccc2)(C(=O)NC2CCCCC2)CC1	x	-26.2	x	-18.3	7.0	x	-16.4	6.6	x	x
COc1ccc(-c2sc3ccc(OC)cc3c2-c2ccc(OC)nc2)cc1	1.1	4.3	7.9	20.1	-4.2	0.0	1.7	0.1	1.5	8.0
CC1(C)Oc2cc3oc(C(=O)O)cc(=O)c3cc2-c2ccccc21	0.8	4.1	-6.0	2.3	0.1	99.9*	-6.4	i	10.9	11.1
CCOC(=O)C1CCCN(c2nc3ccccc3nc2C(C#N)C(=O)NCc2ccccc2)C1 (stereo not drawn)	-1.4	-0.4	10.4	-5.5	-1.8	-1.0	-3.8	-4.9	22.1	1.5
COc1ccc(-c2oc3c(c2C#CC(C)(C)O)C(OC)CCC3)cc1 (stereo not drawn)	x	-2.6	-4.0	0.7	-0.3	23.1*	-11.4	i	0.8	1.1
O=S(=O)(Nc1ccc2c(c1)nc1n2CCN(Cc2ccccc2)C1)c1ccccc1	0.6	2.5	-6.9	0.9	2.6	-57.6	-8.4	-120.6	4.4	12.7
CSCCC(NC(=O)c1ccccc1)C(=O)NNC(=O)c1ccccc1 (stereo not drawn)	0.4	1.6	8.7	-3.9	3.7	0.0	-3.0	-6.8	7.0	3.0
COc1ccc(-c2csc(NC(=O)c3ccco3)n2)cc1	1.1	0.9	1.3	1.4	-7.5	0.3	3.3	9.9	1.4	13.6
C[C@H](CO)N1C[C@H](C)[C@@H](CN(C)Cc2ccncc2)Oc2ccc(NC(=O)Cn3cnnn3)cc2C1=O	-0.7	1.3	5.7	6.0	3.1	-0.3	-3.1	-1.4	-6.0	-6.3
O=C(COC(=O)C1CCC1)c1c[nH]c2ccccc12	2.3	1.6	-13.1	-0.4	6.6	-0.1	-7.4	-2.8	-10.4	5.7
CN1CC=C(c2ccccc2)N(c2ccc(Br)cc2)C1=O	x	3.3	x	-2.7	1.4	0.8	-10.7	-1.4	x	7.0
Cc1ccc(C(=O)NCc2ccccn2)cc1S(=O)(=O)N1CCOCC1	0.5	0.6	-0.7	6.9	-2.5	-0.5	3.5	-14.6	-0.2	-1.4
C=CCSc1nc2c(cc1C#N)CCC2	2.4	0.4	11.7	-2.6	5.8	-0.1	-0.3	-1.1	1.5	0.7
O=C(Nc1cccc(Cl)c1)OCCN1CCCC12CCC(c1ccccc1)CC2 (stereo not drawn)	x	-15.4	x	-11.2	0.9	x	-15.8	2.1	x	x
O=C(c1cccc([N+](=O)[O-])c1)N1CCN(C(=O)c2ccco2)CC1	-0.9	2.5	-13.1	1.3	0.8	-0.2	1.1	-7.0	7.4	-0.7
O=C(CSc1nc2ccccc2n1S(=O)(=O)c1ccccc1)N1CCCCC1	0.0	3.2	-7.6	-5.3	4.0	0.9	-2.9	-0.3	-6.7	2.1
CC(C)(C)NS(=O)(=O)c1ccc(/C=C/C(=O)O)cc1	1.1	2.8	-18.1	-4.7	-3.8	0.2	-2.7	-0.9	-8.0	-1.2
CCc1nc2ccc(C(=O)NCc3ccc4c(c3)OCO4)cn2c1N(CCC(C)C)CCN(C)C	-3.5	-1.3	-1.5	1.6	3.1	0.1	0.2	-11.4	-3.8	0.3
